# PV pol inh – poliovirus RdRp elongation inhibitors, primary screen, biochemical, fluorescence polarization, total intensity; Genome polyprotein (Poliovirus type 1 (strain Mahoney)), P03300; poliovirus polymerase elongation; active compounds read low; % elongation, % (compound at 16.7 µg/mL); 150,000 compounds, 0.66% hits; AID 588519, 2011; in the data active means % elongation below about 90%; further: some results filed as inactive read as strong as hits
# Target sequence (P03300 1749-2209 limits assumed): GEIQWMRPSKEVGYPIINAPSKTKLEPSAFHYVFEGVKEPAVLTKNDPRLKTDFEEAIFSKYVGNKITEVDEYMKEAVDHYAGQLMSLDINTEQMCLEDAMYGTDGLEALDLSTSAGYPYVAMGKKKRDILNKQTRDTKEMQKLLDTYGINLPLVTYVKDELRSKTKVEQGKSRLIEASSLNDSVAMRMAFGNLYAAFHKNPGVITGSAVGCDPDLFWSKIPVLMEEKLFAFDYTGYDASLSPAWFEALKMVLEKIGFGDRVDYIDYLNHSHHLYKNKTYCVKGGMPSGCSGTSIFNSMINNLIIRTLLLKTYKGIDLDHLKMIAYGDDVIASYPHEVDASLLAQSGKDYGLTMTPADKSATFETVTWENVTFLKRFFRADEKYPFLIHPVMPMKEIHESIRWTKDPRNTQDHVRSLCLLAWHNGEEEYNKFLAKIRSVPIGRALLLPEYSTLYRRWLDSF
# PV pol inh FP z-score – recorded beside PV pol inh, whose call it bears; z-score; measured here: FP z-score; hits read low
# * = called active by the depositor; & = joins results of further samples. Only part of the results is shown; the hit share may differ from the screen's.
mol | PV pol inh | PV pol inh FP z-score
Cc1ccc2nc(C(O)C(O)c3nc4ccc(C)cc4[nH]3)[nH]c2c1 (centres undefined) | 97 | -0.8
O=S(=O)(NCCc1csc(-c2ccc(F)cc2)n1)c1ccc(F)cc1F | 112 | 1.4
COc1ccc(C(=O)c2c(C)oc3ccc(OC)cc23)cc1 | 100 | 0
COc1ccc(-c2nc(CSCC(=O)NCc3ccc4c(c3)OCO4)c(C)o2)cc1 | 101 | 0
Nc1nc2[nH]c(=O)[nH]c(=O)c2s1 | 100 | 0.1
CCc1ccccc1N/C=C1/CCCCC1=O | 103 | 0.6
Cc1ccc(N(CC(=O)Nc2cc(C)cc(C)c2)S(=O)(=O)c2cccc3nonc23)cc1 | 106 | -0.4
COc1ccc(CNC(=O)c2ccc(N3CC4CC(C3)c3cccc(=O)n3C4)c(N)c2)cc1 (centres undefined) | 99 | -0.3
CC1CCN(C(=O)c2cccc(N3C(=O)C4C5C=CC(C5)C4C3=O)c2)CC1 (centres undefined) | 100 | -0.6
COc1cc(OC)cc(-c2nc(-c3cccc(C)c3)no2)c1 | 106 | 0.3
CCOC(=O)c1c(NC(=O)N2CCOc3ccc(Cl)cc32)sc2c1CCCC2 | 103 | 0.8
Fc1ccc(Nc2cccc3nonc23)cc1 | 105 | 0.8
CCc1cccc(C)c1NC(=O)CN1CCCN(Cc2ccc(C)cc2)S1(=O)=O | 111 | 0.9
CCn1c(=O)c(C(=O)CN(C)Cc2ccc(F)cc2)c(N)n(Cc2ccccc2)c1=O | 105 | 0.3
O=C(NC(=O)c1ccccc1Cl)c1ccccc1O | 97 | -1.1
COc1ccccc1-c1noc(-c2ccc(N3CCOCC3)c([N+](=O)[O-])c2)n1 | 104 | -0.9
CCOC(=O)c1ccc(Cl)c(NC(=S)N(C)C)c1 | 108 | 0.9
Cc1ccc(CNC(=O)Cn2ccn(-c3ccc(F)cc3)c(=O)c2=O)cc1 | 108 | 0.4
Cc1ccccc1Nc1nc(N)nc(CSc2nc3ncc(Cl)cc3[nH]2)n1 | 106 | 0.4
Cc1n[nH]c(=O)nc1NCCN(C)C | 106 | 0.3
Cn1c(C(=O)NCCCN2CCCCC2)cc2sccc21 | 100 | -0.6
O=C(CSc1ccc(-c2ccc(F)cc2)nn1)N1CCOCC1 | 102 | -0.1
CN(C)C(=O)Oc1nnc(SCCS(=O)(=O)c2ccc(F)cc2)n1-c1ccccc1 | 106 | 0.3
Cc1nc(SCC(=O)NC(N)=O)c2c(-c3cccs3)csc2n1 | 107 | 0.6
COc1ccc(OC)c(C2=NOC(C(=O)N3CCCc4ccccc43)C2)c1 (centres undefined) | 102 | 0.3
CCN1CCN(C(c2ccc(C)cc2)c2sc3nc(-c4ccco4)nn3c2O)CC1 (centres undefined) | 108 | 0.4
O=C(Oc1cccc2cccnc12)c1ccccc1 | 103 | 0.1
CN1CCN(C(=O)C2CCCN(S(=O)(=O)N3CCCCC3)C2)CC1 (centres undefined) | 101 | -0.3
Cc1ccc(NC(=O)CN2C=NS(=O)(=O)c3ccccc32)c(C)c1 | 107 | 0
CC1(C(=O)Nc2nc3ccccc3s2)CCCC1 | 101 | 0
CNc1cccc2cccc(OC)c12 | 98 | -2.2
COc1ccccc1OCCN1CCN(c2ccccc2)CC1 | 98 | -0.5
Cc1cc(=O)n(Cc2ccc(Cl)cc2)c2c1c(C)nn2-c1ccccc1 | 113 | 1.5
Cc1ccc2onc(CNC(=O)NCc3cccc(Cl)c3)c2c1 | 103 | -0.4
C1=CCC(C2OCC(CN3CCOCC3)O2)CC1 (centres undefined) | 102 | 0.3
CCCC/C(O)=C1/C(=O)CC(C)(C)CC1=Nc1ccccc1OC | 98 | -1.2
Cc1cccc(N2CCN(c3ncnc4onc(-c5ccc(F)cc5)c34)CC2C)c1 (centres undefined) | 103 | 0
Cc1ccccc1Nc1nc(N)nc(CSCc2c(C)noc2C)n1 | 105 | 0.2
CN(C)c1ccc(NC(=O)CSc2nc3ccsc3c(=O)n2CCCCCC(=O)O)cc1 | 107 | 0.3
COC(=O)c1sccc1NC(=O)/C=C/c1cccs1 | 104 | 0.1

# 3 of these compounds in another layout.
# Values run as follows: PV pol inh	PV pol inh FP z-score
C1=CCC(C2OCC(CN3CCOCC3)O2)CC1 (centres undefined)
→ 102	0.3
CCCC/C(O)=C1/C(=O)CC(C)(C)CC1=Nc1ccccc1OC
→ 98	-1.2
Cc1cccc(N2CCN(c3ncnc4onc(-c5ccc(F)cc5)c34)CC2C)c1 (centres undefined)
→ 103	0

# More compounds follow.
mol | PV pol inh | PV pol inh FP z-score
CCN(C(=O)Cn1nc(Cc2ccncc2)c2ccccc2c1=O)c1cccc(C(F)(F)F)c1 | 110 | 1.6
CCC(=O)N1CCc2cc(S(=O)(=O)NCCC(=O)Nc3ccc(Br)cc3C)ccc21 | 102 | 0.1
O=C(c1cccs1)N1CCCc2cc(NS(=O)(=O)c3ccc(Cl)cc3)ccc21 | 99 | -0.9
O=C(O)CCN1CCCC1 | 100 | -0.5
Cc1[nH]c(=O)c(C#N)c(C)c1CCC(=O)N(C)CC(=O)Nc1ccc(Cl)c(Cl)c1 | 101 | -0.1
O=C(O)CCC(=O)c1ccc(Cl)s1 | 100 | -0.2
O=C(Nc1ccccc1C(=O)OCc1cc(=O)n2c3c(sc2n1)CCCC3)c1ccc(F)cc1 | 104 | -0.5
CC1CCCN(S(=O)(=O)c2ccc3[nH]c(=O)cc(C(=O)NCCCN4CCCCC4C)c3c2)C1 (centres undefined) | 103 | 0.6
CCC[C@@H]1C[C@@H](C(=O)N[C@@H](C2O[C@H](SC)[C@H](O)[C@@H](O)[C@H]2O)[C@H](C)Cl)N(C)C1 (some centres undefined) | 101 | 0.4
Cc1cc(=O)oc2cc(OC(C)C(=O)NCC3CCCO3)ccc12 (centres undefined) | 101 | 0.5

# Next section, starting with the last five of the part before.
mol | PV pol inh | PV pol inh FP z-score
O=C(O)CCC(=O)c1ccc(Cl)s1 | 100 | -0.2
O=C(Nc1ccccc1C(=O)OCc1cc(=O)n2c3c(sc2n1)CCCC3)c1ccc(F)cc1 | 104 | -0.5
CC1CCCN(S(=O)(=O)c2ccc3[nH]c(=O)cc(C(=O)NCCCN4CCCCC4C)c3c2)C1 (centres undefined) | 103 | 0.6
CCC[C@@H]1C[C@@H](C(=O)N[C@@H](C2O[C@H](SC)[C@H](O)[C@@H](O)[C@H]2O)[C@H](C)Cl)N(C)C1 (some centres undefined) | 101 | 0.4
Cc1cc(=O)oc2cc(OC(C)C(=O)NCC3CCCO3)ccc12 (centres undefined) | 101 | 0.5
Cc1ccc(C2CCN(C(=O)c3cnn(-c4ccc(C)cc4)c3C3CCN(C(=O)OC(C)(C)C)CC3)C2)cc1 (centres undefined) | 108 | 0.5
COc1ccc(Sc2ccc(OC)cc2C(=O)O)c(C(=O)O)c1 | 103 | 0.5
O=S(=O)(NCC1CCN(S(=O)(=O)c2ccccc2)CC1)c1cccc2nonc12 | 109 | 1.5
CCOC(=O)c1c(C)c(C(=O)NCc2ccc(Cl)cc2)c(C)n1CC | 109 | 1.3
O=C(Cn1ncc(Cl)c(Cl)c1=O)NCC1CCCO1 (centres undefined) | 93 | -1.8
CCOC(=O)CNC(=O)CC(c1cc(OC)c(OC)c(OC)c1)N1Cc2ccccc2C1=O (centres undefined) | 110 | 0.6
CC(C)(C)c1nnc(N)s1 | 100 | -0.4
CNc1ccccc1C(C)(C)c1[nH]ncc1-c1ccc(F)cc1 | 103 | 0.8
Cc1ccc(/C=C/c2onc(C)c2S(=O)(=O)N2CCC(C(=O)N3CC(C)Oc4ccccc43)CC2)cc1 (centres undefined) | 106 | -0.1
Cc1ccc(C=N/C(=N\NC(=O)c2ccccc2)c2ccccc2)o1 | 100 | -0.6
CC(NC(=O)c1ccc(C(C)(C)C)cc1)c1ccccc1 (centres undefined) | 104 | 0.3
CN(C(=O)c1ccc(Br)cc1)C1CCCCC1 | 99 | -1
CSc1nn(Cc2ccccc2C)c(NC(C)=O)c1S(=O)(=O)c1ccc(C)cc1 | 112 | 1.2
CCCc1nc(SCC(=O)N(CC)CC)c2ccccc2n1 | 102 | -0.1
CCn1cc2nc(SCC(=O)Nc3cc(OC)cc(OC)c3)n(Cc3ccc(Cl)cc3)c(=O)c2n1 | 109 | 0.9
COc1ccc(NC(=O)CC2C(=O)N(c3cccc(OC)c3)C(=O)N2CCC2=CCCCC2)cc1 (centres undefined) | 107 | 0.3
CCOC(=O)C1CCC(CN(Cc2ccccc2)S(=O)(=O)c2ccc(Cl)cc2)CC1 (centres undefined) | 104 | -0.8
O=C(O)CCSc1nnc(-c2ccncc2)n1-c1ccccc1 | 102 | 0.1
Cc1ccc2c(ccn3cc4c(c(=O)n(C)c(=O)n4C)c23)c1 | 103 | 0.8
Cc1ccc(-n2c(SCC(=O)Nc3cccc(Cl)c3)nc3n[nH]c(C)c3c2=N)cc1 | 101 | -0.4
Cc1cc(C)cc(OCC(=O)N2CCCC2)c1 | 107 | 0.4
NC(=O)c1ccsc1NC(=O)CSc1ncnc2sc3c(c12)CCCC3 | 110 | 0.9
CC1CCN(CCNC(=O)c2ccc(Cn3c(SCc4ccccc4)nc4cccnc43)cc2)CC1 | 108 | -0.6
Cc1ccc2[nH]c3c(=O)n(CC(=O)NCc4ccco4)ncc3c2c1 | 115 | 0.8
O=C(c1ccco1)N1CCN(c2c3c(nc4cc(-c5cccc(F)c5)nn24)CCCC3)CC1 | 99 | -0.8
Cc1cc(=O)[nH]c2sc(C(=O)N3c4ccccc4CC3C)c(N)c12 (centres undefined) | 104 | 1
COc1ccc(-n2cc(C(=O)NCCc3ccc(C)cc3)c3ccccc3c2=O)cc1 | 101 | -1.1
COC(=O)c1sc(OC)c(C(F)(F)F)c1O | 102 | -0.3
CCCn1c(C)cc(C(=O)COC(=O)c2ccc(C#N)cc2)c1C | 103 | 0.1
CC(C(=O)Nc1ccccc1)n1nc(-c2ccccc2)ccc1=O (centres undefined) | 100 | -0.9
CN1CCCCC1CCN1c2ccccc2Sc2ccc(S(C)=O)cc21 (centres undefined) | 100 | 0
C=CCNC(=S)/N=c1\sccn1C | 104 | 0.7
CCC(=O)Nc1ccc2nc3c(=O)n(C)c(=O)n(C)c3nc2c1 | 105 | -0.1
Cc1ccnc(NC(=O)c2cc(-c3ccc(C)c(C)c3)n[nH]2)c1 | 102 | 0.1
c1ccc(CN2CCN(c3ncnc4c3cnn4-c3ccccc3)CC2)cc1 | 103&101 | -0.6&0
COc1ccc(-c2cn3c(n2)sc2cc(C(=O)NCCCN4CCCCCC4)ccc23)cc1 | 100 | -1.3
Cc1cccc(Cn2cc(S(=O)(=O)c3cccc(Cl)c3)c(=O)c3cc(F)c(N4CCOCC4)cc32)c1 | 113 | 1.4
CCC1C[N+]2(C)CCc3cc(OC)c(OC)cc3C2CC1=O (centres undefined) | 106 | 0.4
Clc1ccccc1CSc1nnc(COc2ccccc2)n1Cc1ccco1 | 103 | 0.2
CCNc1c(NS(=O)(=O)CC)c(=O)oc2ccccc12 | 103 | 0.3
Cc1cccc(-c2nnc(SCC(N)=O)n2C2CCCCC2C)c1 (centres undefined) | 103 | -0.1
CCc1ccccc1NC(=O)CN1C(=O)c2ccccc2Sc2ncccc21 | 100 | -1.3
Cc1oc(-c2ccc(Cl)cc2)nc1CS(=O)CC(=O)N1CCN(c2cccc(C(F)(F)F)c2)CC1 (centres undefined) | 108 | 0.3
O=C(O)COc1ccc(CN2CCCC2)cc1 | 104 | 0.7
CCN(CC)c1ccc(C=C2C(=O)OC3(CCCC3)OC2=O)cc1 | 110 | 2.8
COc1ccc(CN2CCCCC2CO)cc1Br (centres undefined) | 100 | -0.2
Nc1n[nH]c(-c2ccc(Br)cc2)n1 | 99 | -1.1
CNC(=O)COC(=O)c1cccnc1Nc1ccccc1F | 106 | 0.5
COc1cccc(/C=C2\C(=O)NC(=O)N(c3cccc(OC)c3)C2=O)c1 | 100 | -0.1
Cc1ccc(CN(Cc2cccn2-c2nnc(N3CCCC3=O)s2)C(=O)Nc2ccccc2Cl)cc1 | 106 | -1

# Following part.
mol | PV pol inh | PV pol inh FP z-score
OC(c1ccccc1)(c1ccccc1)C1CCN(C(=S)Nc2ccccc2)CC1 | 99 | -0.7
CC(C)(C)c1ccc(/C(N)=N/C(=O)N2CCOCC2)cc1 | 102 | 0.2
CC(NC(=O)CN(C)Cc1cccs1)c1ccccc1 (centres undefined) | 105 | 0.3
CCOC(=O)c1c(NC(=O)CSc2nccn2C)sc2c1CCC(C)C2 (centres undefined) | 109 | 0.5
COc1ccc(C2c3cc4c(cc3OC3(O)CCCC(=O)C23)OCO4)cc1 (centres undefined) | 113 | 0.8
Cc1ccccc1N(C)S(=O)(=O)c1nnc(NC(=O)c2ccco2)s1 | 112 | 0.8
Cc1cc(C(=O)NN2CCOCC2)nc2c1c(C)nn2-c1ccccc1 | 103 | 0.3
CCOCc1cn(CC(=O)c2ccc(OC(C)=O)c(OC(C)=O)c2)c(C)nc1=N | 104 | 0.5
CCc1ccccc1NC(=O)c1ccc2c(c1)CCCN2S(C)(=O)=O | 100 | -1.5
CCOC(Cn1c(Cc2ccccc2)nc2ccccc21)OCC | 99 | -0.3
CC(=O)OCc1ccccc1Sc1ccccc1C(=O)Nc1ccccc1 | 100 | -0.5
O=C(NC1CCCCC1)c1sc(=S)n2c1[nH]c(=O)c1ccccc12 | 98 | -1.5
CC(=O)NC1C(OCc2ccc(Cl)cc2Cl)OC(CO)C(O)C1O (centres undefined) | 102 | 0
CCn1c(=O)c2sccc2n2c(CCCC(=O)N3CCN(c4cc(C)ccc4C)CC3)nnc12 | 119 | 0.5
Cc1ccc(Nc2ncnc3c2nc2n3CCCC2)cc1F | 103 | -0.7
C/C(=C\C#N)CCc1ccccc1 | 102 | 0.7
O=C(CSc1nnc(Cc2cccs2)n1C1CC1)Nc1ccc(Cl)cc1F | 105 | 0.3
O=C1CCC(C(=O)OCc2cccc3ccccc23)=NN1 | 100 | -0.6
COC(=O)c1ccc(COC(=O)c2ccc(CN3CCCC3=O)cc2)cc1 | 99 | -0.5
O=c1cc(NCc2ccco2)[nH]c(=O)n1-c1ccc(Br)cc1 | 102 | 0.2
Cc1cc(S(=O)(=O)NC2CCCCC2)ccc1OCC(=O)NCC1CCCO1 (centres undefined) | 103 | 0.7
O=C(CSc1nc2ccccc2c(=O)n1CCc1ccccc1)NCc1ccco1 | 102 | 0.1
COc1ccc(CNC(=O)c2cc3c(=O)n(Cc4ccco4)ccc3nc2C)cc1 | 106 | 0.1

# Source: PubChem BioAssay (ICCB-Longwood Screening Facility, Harvard Medical School)
